Compound activity as filed in PubChem.
ATG4B inhibitor – ATG4B protease inhibitors, primary screen, biochemical, fluorescence, uHTS | AID 504462, 2011 | Cysteine protease ATG4B (Homo sapiens), Q9Y4P1 | ATG4B cleavage of LC3-PLA2, NBD-HPC fluorescence, 1 h | inhibition, % at 8.33 µM | hit rate 0.51% among 340,000; in the data active means inhibition above about 40%
Target sequence (Q9Y4P1 whole entry, looked up): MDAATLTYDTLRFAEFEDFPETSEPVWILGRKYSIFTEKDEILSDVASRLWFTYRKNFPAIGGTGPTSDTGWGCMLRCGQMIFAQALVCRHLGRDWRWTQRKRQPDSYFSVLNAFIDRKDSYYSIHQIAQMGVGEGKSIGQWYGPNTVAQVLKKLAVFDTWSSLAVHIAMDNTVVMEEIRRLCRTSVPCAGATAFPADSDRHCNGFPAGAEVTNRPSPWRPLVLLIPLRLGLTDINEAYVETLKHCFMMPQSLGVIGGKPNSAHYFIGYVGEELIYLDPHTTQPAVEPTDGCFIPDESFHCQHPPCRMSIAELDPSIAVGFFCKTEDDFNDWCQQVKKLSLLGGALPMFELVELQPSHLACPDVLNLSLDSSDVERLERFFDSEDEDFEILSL
SENP1 inh – human SENP1 catalytic domain inhibitors, primary screen, biochemical, FRET, uHTS | Sentrin-specific protease 1 (Homo sapiens), Q9P0U3 | recombinant SENP1 catalytic domain, CyPet-SUMO1-YPet FRET cleavage | inhibition, % at 10 µM | hit rate 0.21% among 360,000 | AID 624204, 2012;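 active means inhibition at least 30% at 10 µM, raw YFP signal under a set limit, fluorescence ratio 0.5 to 1.5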;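 further: 0% = enzyme with DMSO and 100% = no enzyme wells; some results filed as inactive read as strong as hits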
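Test system: recombinant human SENP1 catalytic domain, His6-tagged / Medium: pH 8 Tris buffer with EDTA, NaCl, BME, BSA, NP40, catalase / Also added: SUMO1 FRET substrate flanked by Cypet and Ypet, 25 nM / Times: 50 min reaction at room temperature / Signal: FRET, CFP and YFP emission / Control set: no-enzyme low control and enzyme-plus-DMSO high control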
NR3A LBD binder – binders of NR3A ligand-binding domain, primary screen, biophysical, differential scanning fluorimetry, uHTS; Glutamate receptor ionotropic, NMDA 3A (GRIN3A) ligand-binding domain; NR3A LBD differential scanning fluorimetry, Tm shift; 0% = protein alone, 100% = glycine-bound protein; Tm shift relative to glycine control, % at 25 µM; hit rate 2.5% among 340,000; AID 1259313, 2017;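 active means melting temperature shift of at least 10% of the positive control shift, at one fixed dose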
PfG6PD inh – PfG6PD enzyme inhibitors, primary screen, biochemical, fluorescence intensity, uHTS; glucose-6-phosphate dehydrogenase-6-phosphogluconolactonase (Plasmodium falciparum 3D7); PfGluPho enzyme, NADPH resazurin-diaphorase fluorescence; inhibition, % at 20 µM; hit rate 0.78% among 350,000;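 active means inhibition reaching at least a set limit at 20 µM in the primary screen, cut at about 59% in these data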;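 further: 0% = DMSO wells with substrate and 100% = DMSO wells lacking glucose-6-phosphate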
SENP6 inh – SENP6 protease inhibitors, primary screen, biochemical, luminescence, uHTS. Sentrin-specific protease 6 (Homo sapiens), Q9GZR1. Recombinant SENP6 catalytic domain, aminoluciferin luminescence. hit rate 1.8% among 330,000. inhibition, % at 10 µM. AID 2599, 2010;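 active means inhibition above about 50% at the single tested dose, limit read from the data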;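 further: plate controls were DMSO wells with enzyme for no effect and DMSO wells lacking enzyme for full effect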
Target sequence (Q9GZR1 628-1112 limits assumed): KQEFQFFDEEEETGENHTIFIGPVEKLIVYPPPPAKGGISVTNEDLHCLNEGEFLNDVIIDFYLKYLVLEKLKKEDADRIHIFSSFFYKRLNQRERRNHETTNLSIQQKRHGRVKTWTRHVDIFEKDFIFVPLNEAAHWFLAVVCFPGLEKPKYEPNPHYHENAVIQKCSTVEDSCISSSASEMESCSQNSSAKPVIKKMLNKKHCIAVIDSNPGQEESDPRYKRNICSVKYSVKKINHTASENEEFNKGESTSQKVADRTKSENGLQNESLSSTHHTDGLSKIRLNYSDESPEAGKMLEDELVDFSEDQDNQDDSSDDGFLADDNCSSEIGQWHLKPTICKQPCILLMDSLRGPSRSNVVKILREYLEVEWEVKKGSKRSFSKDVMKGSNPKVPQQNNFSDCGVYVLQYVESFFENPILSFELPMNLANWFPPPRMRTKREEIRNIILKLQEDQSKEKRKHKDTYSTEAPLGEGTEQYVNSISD
hIAP activ – human IAP activators, primary screen, biochemical, luminescence, uHTS; Intestinal-type alkaline phosphatase (Homo sapiens), P09923; purified human IAP, CDP-Star luminescence, 30 min; active compounds read high; 1 = vehicle-only enzyme, 0 = enzyme-free background; activation factor at 10 µM; hit rate 0.16% among 330,000; AID 2524, 2010;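 active means activation factor of the enzyme at least 2-fold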; further: the source names both 10 and 20 µM as test concentration; values of inactives mirror those of a sister screen read the other way
MPTP block – mitochondrial permeability transition pore inhibitors, primary screen, biochemical, isolated mouse mitochondria, absorbance; Ca2+ swelling absorbance, 30 min; inhibition, % at 10 µM; hit rate 1.4% among 360,000; AID 602449, 2012;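 active means inhibition of 50% or more, scaled per plate between neutral and stimulator controls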;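 further: 0% = DMSO wells given calcium and 100% = 1 mM EGTA wells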
SENP8 block – human SENP8 protease inhibitors, primary screen, biochemical, fluorescence, Nedd8 protein substrate, uHTS; Sentrin-specific protease 8 (Homo sapiens), Q96LD8; recombinant SENP8; inhibition, % at 20 µM; hit rate 0.64% among 360,000; in the data active means inhibition mostly above about 40%, no sharp cut-off; inactive means mostly below about 27%
Target sequence (Q96LD8 whole entry, looked up): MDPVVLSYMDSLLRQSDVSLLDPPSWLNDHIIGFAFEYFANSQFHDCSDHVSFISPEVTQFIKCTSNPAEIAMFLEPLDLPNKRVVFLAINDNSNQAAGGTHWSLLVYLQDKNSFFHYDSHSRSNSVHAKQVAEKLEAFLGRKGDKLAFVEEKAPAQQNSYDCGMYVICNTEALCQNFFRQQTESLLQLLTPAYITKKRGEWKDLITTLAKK
Active calls of the source: *; nt = not tested or not shown.

SMILES	ATG4B inhibitor	SENP1 inh	NR3A LBD binder	PfG6PD inh	SENP6 inh	hIAP activ	MPTP block	SENP8 block
CCn1cc(C=C2C(=O)c3ccccc3C2=O)c2ccccc21	-12	-24	-9	-5	nt	nt	4.2	32
CC(C)CN1CCCC(N2CCN(c3cccc(Cl)c3)CC2)C1 (stereo not given)	4	1	-2	-3	4	1.3	0.3	21
COc1ccc(C(=O)CN2Cc3ccccc3C2=N)cc1	0	0	0	-14	6	0.92	1.4	6
c1ccc(-c2csc3ncn4nnnc4c23)cc1	-13	2	-1	-7	0	0.86	-1.3	4
COc1ccc(CNC(=O)N2CCc3ccccc3C2)cc1	8	1	3	-10	-14	1	-2.3	7
O=S(=O)(Cc1ccccc1)C(c1ccccc1)S(=O)(=O)Cc1ccccc1	nt	1	nt	28	nt	nt	0.9	19
CC1Cc2ccccc2N1C(=O)CN1C(=O)NC(C)(CCc2ccccc2)C1=O (stereo not given)	0	-5	-4	-2	5	0.91	0.3	-8
Cc1c(C)c2ccc(OCC(=O)N3CCC(C(=O)O)CC3)cc2oc1=O	3	2	-1	-11	-4	0.74	-0.3	-173
CCN(CC)S(=O)(=O)c1ccc(Cl)c(C(=O)NC)c1	-8	0	-1	-16	-12	1.1	-0.6	25
O=C(Nc1nc(-c2ccccc2)cs1)C1CCCCN1S(=O)(=O)c1ccccc1 (stereo not given)	-22	-2	0	25	-3	0.97	2.5	5
Cc1noc(C)c1COc1ncnc2ccccc12	0	0	-1	-12	4	1	-1.3	8
COc1ccc(-c2sc3ccccc3c2C#CC2(O)CCCCC2)cc1	20	-7	-2	-4	nt	nt	1.5	-467
Cc1cccc2cc(-c3nc4ccc(C(=O)O)cc4[nH]3)c(=O)oc12	-11	-25	1	34	88*	1.1	-0.4	-282
CCn1c(SC/C=C/c2ccccc2)nnc1-c1cnccn1	5	1	-2	4	-3	1	3.7	-34
CC(OC(=O)c1ccc(=O)n(Cc2ccccc2)n1)C(=O)Nc1cccc(Cl)c1 (stereo not given)	-5	2	-6	7	0	0.99	-0.1	21
O=[N+]([O-])c1ccc(-n2nnnc2CN2CCOCC2)cc1	-2	1	0	5	2	1	-2.0	9
Oc1csc(Cc2nc(-c3ccc(-c4ccccc4)cc3)cs2)n1	-6	18	-2	-3	10	0.94	2.9	-37
Cc1ccc(F)cc1NC(=O)C1CC(=O)N(Cc2ccccc2)C1 (stereo not given)	nt	1	nt	11	nt	nt	0.7	12
CCNC(=O)COC(=O)c1sccc1C	-1	1	-5	3	7	1	-0.3	-29
Cc1ccc(OCC(=O)NC(C)c2ccccc2)c([N+](=O)[O-])n1 (stereo not given)	5	1	-2	-11	5	0.93	0.5	6
C#CC[N+]1(CC#Cc2ccc(C)cc2)CCCCC1	5	1	-3	14	2	0.81	0.8	22
Cc1c(OCC(=O)NCc2ccccn2)ccc2c(-c3ccccc3)cc(=O)oc12	-11	1	-3	10	-6	0.89	-0.7	8
COc1ccc(S(=O)(=O)N2CCC(C(=O)NC3(C)CCS(=O)(=O)C3)CC2)cc1OC (stereo not given)	-2	2	1	-5	-19	1.1	-0.9	8
CC(C)OCCCn1c(-c2ccco2)nc2nc3ccccc3nc21	5	-27	-2	11	11	1	33	-291
COc1ccc(-n2c(-c3ccc(Br)cc3)c[n+]3c2CCCCC3)cc1	8	2	5	-33	8	1	-1.4	17

The last two entries of the part above lead into the next:
SMILES	ATG4B inhibitor	SENP1 inh	NR3A LBD binder	PfG6PD inh	SENP6 inh	hIAP activ	MPTP block	SENP8 block
CC(C)OCCCn1c(-c2ccco2)nc2nc3ccccc3nc21	5	-27	-2	11	11	1	33	-291
COc1ccc(-n2c(-c3ccc(Br)cc3)c[n+]3c2CCCCC3)cc1	8	2	5	-33	8	1	-1.4	17
COc1ccc(CNC(=O)C2CC(O)CN2C(=O)Nc2ccccc2)cc1 (stereo not given)	3	1	-1	-21	13	0.91	-0.2	14
CCCOc1ccc(/C=N/NC(=O)C2CC2)c(OCCC)c1	-8	0	1	2	24	0.98	0.5	8
Cc1ccccc1CCN1CCCC(CN(C)C(=O)C(=O)c2ccco2)C1 (stereo not given)	-4	-3	0	1	-8	1.1	-0.2	6
CC(C)CC(=O)Nc1c2c(nn1-c1cccc(Cl)c1)CS(=O)(=O)C2	-3	2	2	-12	19	0.91	-0.2	9
NC(=O)NC(=O)CN1C(=O)NC2(CCOc3ccccc32)C1=O (stereo not given)	3	0	4	-10	7	0.95	-3.1	-3
O=[N+]([O-])c1ccc(-c2ccc(/C=N/Nc3nc(NCc4ccccc4)nc(N4CCOCC4)n3)o2)cc1	5	-31	11*	1	1	1.1	1.8	-5
Cc1nn(-c2ccccc2)c(C)c1N	-4	1	-2	8	-9	1	-1.8	9
Cc1[nH]c2ccccc2c1C(=O)C(=O)N1CCN(C)CC1	-10	1	-1	-9	-18	0.97	1.1	2
CC(=O)N=c1cccc(NC(C)=O)n1O	-4	-2	-3	-6	1	1.1	0.2	-2
CCc1ccc(CNC(=O)CCCn2c(=O)c3cccn3c3cccnc32)cc1	-2	-2	3	-20	7	1.1	0.3	-33
CCN(CC)C(=O)C(=O)N/N=C/c1ccc(F)cc1	-3	3	1	4	-23	1.2	-2.8	14
Cn1c(=O)c2c(ncn2CC(=O)OCC(=O)NC(c2ccccc2)c2ccccc2)n(C)c1=O	-4	3	-6	-2	-4	1	-1.4	8
C[C@@H]1[C@@H](Sc2ccccc2)CC(=O)O[C@@H]1c1ccc(-c2ccccc2)cc1	8	1	2	-10	-31	0.95	0.1	9
O=C(NCCc1ccccc1)C1CCN(Cc2ccccc2F)CC1	9	2	-3	-11	-14	1	0.1	30
COc1ccc(CCC(=O)N2CCN(c3cccc(C)c3C)CC2)cc1	9	-3	-1	-23	-22	1.1	-0.3	12
COc1ccccc1NC(=O)c1cc(OC)c(OC)cc1[N+](=O)[O-]	-4	2	-1	13	12	0.98	-0.1	18
COc1ccc2oc(=N)c(C(=O)Nc3ccc(F)cc3)cc2c1	-8	-60	2	9	1	0.99	2.6	-49
Nn1c(SCc2c(F)cccc2F)nnc1-c1ccccn1	-3	1	-1	-4	9	0.92	3.9	9
COc1ccc(C(=O)NCC(=O)N=Nc2c(O)n(Cc3ccccc3)c3ccccc23)cc1OC	-8	2	-5	-22	8	0.98	1.1	27
CSc1ccc(C(=O)N2CCc3ccc(NC(=O)c4ccccn4)cc3C2)cc1	0	2	-17	-3	1	1.1	-0.5	-3
COC(=O)Cn1c(=O)c2c(nc(Br)n2CC(=O)OC)n(C)c1=O	-5	-1	-14	0	12	0.87	-0.7	-1
O=C(c1cccc2cccc(O)c12)N1CCCCC1	12	3	7	-8	-4	1	-1.6	14
NC(=O)COC(=O)c1ccccc1OCc1ccccc1	-2	-1	-1	-5	3	1.2	-0.7	11
CCOc1ccc(OCC(=O)OCC(=O)N2CCN(C(=O)c3ccco3)CC2)cc1	-7	1	0	-1	0	1.3	-0.8	2
O=C(Nc1ccccc1)C1CCCN(S(=O)(=O)c2ccc(-n3cnnn3)cc2)C1 (stereo not given)	-5	-9	3	8	-6	0.86	1.8	22

Records listed so far that bear a hit mark in NR3A LBD binder:
SMILES	ATG4B inhibitor	SENP1 inh	NR3A LBD binder	PfG6PD inh	SENP6 inh	hIAP activ	MPTP block
O=[N+]([O-])c1ccc(-c2ccc(/C=N/Nc3nc(NCc4ccccc4)nc(N4CCOCC4)n3)o2)cc1	5	-31	11*	1	1	1.1	1.8

Continued:
SMILES	ATG4B inhibitor	SENP1 inh	NR3A LBD binder	PfG6PD inh	SENP6 inh	hIAP activ	MPTP block	SENP8 block
O=C(c1ccc(F)cc1)N1CCCC(c2ccccc2)C1 (stereo not given)	0	-3	1	-18	-20	0.94	-1.3	5
c1ccc(-c2nc(NCc3ccco3)c3ccccc3n2)cc1	-7	-2	1	5	-10	0.89	4.7	19
Cc1cc(C)n(CCn2nc(C)cc2C)n1	-5	1	-5	-11	-20	0.82	-3.5	20
CCCCCOC(=O)C1=C(C)NC(=O)NC1c1ccccc1OCC (stereo not given)	-10	0	2	33	-9	0.99	-1.3	17
CC(C)Cn1c(N)c(C(=O)COC(=O)[C@@H]2CCCN2C(=O)c2cccs2)c(=O)n(C)c1=O	-7	1	1	4	0	0.89	-2.1	6
NNC(=O)c1sccc1OCc1ccc(Cl)cc1	-11	-6	-2	-5	-16	0.99	-0.5	6
CCn1cnc2c1c(=O)n(Cc1cccc([N+](=O)[O-])c1)c(=O)n2Cc1ccccc1	1	-1	-13	14	-2	0.9	1.1	-3
CCCN(CC(=O)Nc1ccc(F)c(F)c1F)C(=O)c1ccc2c(c1)NC(=O)CS2	6	1	-1	-2	-4	0.86	-1.3	13
COc1ccc(NC(=O)Cn2c(=O)c(C)nc3ccccc32)cc1Cl	-14	1	-1	5	-4	0.98	5.8	-2
COc1ccc(NC(=O)CSc2nnc3ccc(-c4ccncc4)nn23)cc1	1	4	-4	19	-6	0.99	-0.4	5
CCn1c(CNC(=O)c2ccco2)nnc1SCC(=O)c1ccc(OC)cc1	-3	1	0	-7	6	1	0.4	4
COc1ccccc1Nc1ccc(Nc2ccccc2OC)nn1	-10	-1	12*	5	0	1.1	3.7	9
COc1ccccc1C(=O)Nc1ccnn1C1CCN(Cc2cn(C)c3ccccc23)CC1	-24	1	0	13	3	1.2	-0.7	0
CCCCN(C(=O)NC(=O)Nc1nc2ccc(OC)cc2s1)S(C)(=O)=O	1	0	-2	4	8	1.2	-0.6	-17
O=C(c1ccccn1)N1CCN(c2ccc(C(F)(F)F)cn2)CC1	-2	1	-1	-15	-3	1.2	0.7	18
c1coc(CNc2nc3ccccc3n2CCN2CCOCC2)c1	1	-1	-2	-1	-12	0.82	-0.6	14
O=C(Cn1ncn2c(cc3ccccc32)c1=O)NCCC1=CCCCC1	2	-13	-2	9	-2	0.91	0.8	-128
Cc1ccccc1N(C)S(=O)(=O)c1nnc(NC(=O)c2ccccc2F)s1	18	-6	0	0	-11	1	0.7	-58
O=C(CSc1ccccc1)N1CCN(S(=O)(=O)c2cccs2)CC1	3	1	-1	-12	0	1.1	-0.4	6
CCOc1ccc(S(=O)(=O)N2CCN(C(=O)c3cccn3C)CC2)cc1	-1	3	0	-11	-3	0.93	1.3	28
CCN1CCN(c2cc(C)c3cc(NC(=S)N4CCC5(CC4)OCCO5)ccc3n2)CC1	-5	-26	0	-8	1	0.98	0.1	-415
C=C(C)Cn1c(SCC(=O)N/N=C/c2cccc(O)c2)nc2ccccc2c1=O	5	1	-7	-16	5	1.1	-4.4	11
CCOC(=O)N1CCN(c2c(N3CCOCC3)c(=O)c2=O)CC1	-5	0	-2	2	-4	0.92	0.4	-5
COc1ccc(Cl)cc1NC(=O)CSc1nnc(CN2CCOCC2)n1-c1ccc(Cl)cc1	-14	0	-3	9	-3	0.93	-0.7	8
COc1cccc(NC(=O)CN(C)C(=O)c2ccccc2CCc2ccccc2)c1	-2	2	-8	3	-12	1.1	0.8	8

Three structures from above, arranged by formula weight, ascending.
SMILES	ATG4B inhibitor	SENP1 inh	NR3A LBD binder	PfG6PD inh	SENP6 inh	hIAP activ	MPTP block	SENP8 block
c1ccc(-c2nc(NCc3ccco3)c3ccccc3n2)cc1	-7	-2	1	5	-10	0.89	4.7	19
CCCCCOC(=O)C1=C(C)NC(=O)NC1c1ccccc1OCC (stereo not given)	-10	0	2	33	-9	0.99	-1.3	17
COc1cccc(NC(=O)CN(C)C(=O)c2ccccc2CCc2ccccc2)c1	-2	2	-8	3	-12	1.1	0.8	8

Hits appear at their usual frequency. Share with any hit: about 6.7%.
